phage Ecoli inh = E. coli growth loss with phage present; growth absorbance; 0.26% of 360,000 active; inhibition, % at 11.9 µM; in the data active = inhibition above about 11%
MOR-DOR ag = agonists of human mu-delta opioid receptor heterodimerization | P35372+P41143 | cells, OPRM1-OPRD1 heterodimerization, luminescence | activation, % at 9.3 µM | 0.3% of 340,000 active | AID 504326; in the data active = activation above about 18%;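 also: 0% = vehicle-treated cells and 100% = reference agonist; values of inactives mirror those of a sister screen read the other way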
Target sequence (P35372 whole entry, looked up): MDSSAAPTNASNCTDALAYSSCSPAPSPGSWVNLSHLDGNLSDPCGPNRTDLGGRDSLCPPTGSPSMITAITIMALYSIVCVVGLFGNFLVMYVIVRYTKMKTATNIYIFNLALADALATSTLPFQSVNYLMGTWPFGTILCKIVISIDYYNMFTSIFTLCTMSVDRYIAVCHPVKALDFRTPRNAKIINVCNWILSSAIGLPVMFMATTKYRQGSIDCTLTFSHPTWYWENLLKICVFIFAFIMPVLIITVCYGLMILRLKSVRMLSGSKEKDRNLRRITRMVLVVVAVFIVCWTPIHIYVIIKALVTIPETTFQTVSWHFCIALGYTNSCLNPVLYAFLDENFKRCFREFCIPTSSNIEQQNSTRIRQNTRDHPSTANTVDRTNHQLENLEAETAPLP
Target sequence (P41143 whole entry, looked up): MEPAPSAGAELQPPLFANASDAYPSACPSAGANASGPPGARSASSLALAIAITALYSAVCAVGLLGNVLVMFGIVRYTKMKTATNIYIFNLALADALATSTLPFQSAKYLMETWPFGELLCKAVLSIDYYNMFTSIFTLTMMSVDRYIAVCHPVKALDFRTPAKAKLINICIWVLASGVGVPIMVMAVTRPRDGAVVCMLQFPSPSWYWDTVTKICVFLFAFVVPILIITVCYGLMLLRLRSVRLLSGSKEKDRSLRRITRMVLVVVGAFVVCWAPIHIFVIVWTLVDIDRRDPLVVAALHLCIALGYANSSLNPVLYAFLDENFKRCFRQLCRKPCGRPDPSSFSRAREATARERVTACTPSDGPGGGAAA
PfHsp90 yeast 2 = reduces growth (ATP signal) of yeast expressing P. falciparum Hsp90. S. cerevisiae expressing PfHsp90, BacTiter-Glo ATP, 48 h; yeast lacking PDR1 and PDR3 efflux regulators. inhibition, % at 9.4 µM. 0.32% of 310,000 active;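 active = every replicate shows inhibition above about 80%, whatever the replicate mean, limit read from the data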;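 also: 0% = DMSO neutral controls and 100% = 20 µM radicicol positive controls; yeast relying on Plasmodium falciparum Hsp90 in place of its own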
HTR5A ag = HTR5A agonism, opioid heterodimer counter-screen. HTR5A agonist assay, luminescence, cell-based. activation, % at 9.3 µM. P47898. AID 504692. 0.61% of 340,000 active; in the data active = activation mostly above about 9.5%, no sharp cut-off; inactive = mostly below about 7.6%;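 also: 0% = cells with vehicle only and 100% = reference agonist; strong numbers were not always called active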
MOR-DOR inv ag = inverse agonists of human mu-delta opioid receptor heterodimerization; cell-based MOR-DOR heterodimer luminescence, inverse agonism; inhibition, % at 9.3 µM; P35372+P41143; AID 504357; 0.21% of 340,000 active; in the data active = inhibition above about 22%, passing the limit was not always enough;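 also: 0% = cells with DMSO and 100% = wells without cells with DMSO; values of inactives mirror those of a sister screen read the other way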
DSG3 Ab inh = blocks pemphigus antibody binding to human desmoglein-3. P32926. DSG3-coupled beads, scFv-anti-DSG3-GFP binding, flow cytometry; stronger effect = lower value. binding (percent of control), % at 10 µM. 0.48% of 310,000 active;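 active = binding more than 3 SD below its plate's average and above zero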;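 also: hits lower antibody fragment binding to DSG3; some compounds called inactive have numbers as strong as hits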
AddAB inh = less growth of phage-infected E. coli with AddAB. inhibition, % at 11.9 µM. E. coli expressing H. pylori AddAB, absorbance growth. 0.29% of 330,000 active; in the data active = inhibition above about 12%;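 also: 0% = vehicle wells of infected cells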
HTR5A inv ctr = HTR5A inverse agonism, opioid heterodimer counter-screen; AID 504634; 0.083% of 340,000 active; HTR5A cell line, luminescence; P47898; inhibition, % at 9.3 µM; in the data active = inhibition mostly above about 23%, no sharp cut-off; inactive = mostly below about 18%;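 also: 0% = cells with DMSO and 100% = no-cell wells with DMSO; some compounds called inactive have numbers as strong as hits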
Ecoli viability = bacterial growth inhibition, counter-screen for AddAB inhibitors; E. coli V3065 growth, OD600 absorbance, 18 h; inhibition, % at 11.9 µM; 0.27% of 330,000 active; AID 449728;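 active = inhibition above the campaign's mean inhibition across all tested compounds plus 3 SD, cut at about 9.9% in these data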;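 also: uninfected addAB+ strain grown without phage in ampicillin broth; 0% = DMSO wells and 100% = ciprofloxacin 0.95 µg/ml wells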
PKA-R1A activ = PKA-R1A complex activation. 0.083% of 340,000 active. activation, % at 11.4 µM. PKA-R1A dissociation, Cy5-IP20 fluorescence polarization; scaled: DMSO 0%, 113 µM cGMP 100%. AID 504707. P00514+P68181;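 active = percent activation above the mean of all tested compounds plus 3 SD, cut at about 19% in these data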;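 also: higher means more PKAc released from R1A so a rise in polarization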
SUMO Mot1 rescue = inhibitors of SUMOylation pathway: yeast Mot1-301 growth rescue; S. cerevisiae Mot1-301 growth rescue, ATP luminescence, 38.5C; percent above DMSO median, 100 means doubled; growth rescue, % at 18.8 µM; 1% of 320,000 active;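 active = every valid replicate shows activation above 250% relative to neutral control wells; inactive = the rest, any valid replicate at or below 250%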;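 also: OY570 slx delta 5 strain wells were the positive control but not used for scaling; some compounds called inactive have numbers as strong as hits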
Numbers without * were called inactive; · = no result given.

Molecule	Ecoli viability	DSG3 Ab inh	phage Ecoli inh	MOR-DOR ag	HTR5A inv ctr	PKA-R1A activ	MOR-DOR inv ag	AddAB inh	HTR5A ag	PfHsp90 yeast 2	SUMO Mot1 rescue
CC1CCCCN1C(=O)COC(=O)c1cccc(NS(=O)(=O)c2ccccc2)c1 (stereo not given)	2.7	103.0	3.4	-0.1	16.5	4.3	0.6	6.3	-6.0	·	-10.5
CC(=O)Nc1ccc(S(=O)(=O)NCCC(=O)NC(C)c2cccs2)cc1 (stereo not given)	3.0	91.1	1.2	-2.1	-2.0	-8.8	8.7	2.2	0.8	-7.6	-13.2
CCCc1nc(SCC(=O)Nc2ccccc2OC)c2c(=O)n(C)c(=O)n(C)c2n1	-3.0	93.5	1.7	0.3	-17.1	4.3	-2.0	-3.3	5.6	-18.0	2.5
Cc1c(C(=O)Nc2c(F)cc(F)cc2Br)sc2ncn(CC(=O)N3CCCC3)c(=O)c12	2.1	98.8	-0.8	-1.5	-20.0	-1.0	7.4	4.7	1.5	5.9	14.7
COc1cccc(C=NCC(C)N=Cc2cccc(OC)c2O)c1O (stereo not given)	-1.0	96.1	3.6	2.0	4.1	-6.7	-13.7	0.5	-0.8	29.9	160.5
CCN(CC(=O)NCc1cccs1)C(=O)c1ccc(S(=O)(=O)N(C)c2ccccc2)cc1	0.3	92.3	0.9	-3.9	7.1	2.0	19.4	0.4	-1.8	3.4	-16.2
CC(SCc1ccccc1)C(=O)NCc1ccccn1 (stereo not given)	·	82.3	2.0	-0.2	14.4	7.8	1.0	·	-5.7	-32.6	·
COc1ccc(OC)c(N(/C(N)=N/c2nc(C)cc(C)n2)S(=O)(=O)c2ccc(NC(C)=O)cc2)c1	1.8	96.8	-1.1	1.5	-15.2	-7.8	-12.0	5.1	5.1	-15.7	40.5
N#Cc1c(-c2ccccc2)cc(C2CC2)nc1SCC(=O)c1cccs1	·	111.9	1.8	-1.3	-28.0	2.1	6.4	·	12.7	·	·
O=c1[nH]c2ccccc2c(O)c1-c1ccccc1[N+](=O)[O-]	1.4	96.9	3.4	-3.1	-3.9	6.9	17.8	2.7	1.5	12.5	-31.2
COC(=O)CCCC(=O)N1CCCC(C(=O)c2ccccc2SC)C1 (stereo not given)	·	98.8	2.4	-3.3	-2.7	-6.4	15.3	·	0.7	-4.5	-11.7
O=C(c1ccc(-n2cccn2)cc1)N1CCN(c2ncccc2C(F)(F)F)CC1	0.2	128.8	1.4	1.9	8.9	-23.7	-10.6	0.3	2.0	10.9	-15.4
OCC1(CCc2ccccc2)CCN(Cc2ccc(OC(F)F)cc2)CC1	·	97.4	2.4	2.0	-18.3	-3.4	-13.9	·	6.6	16.4	·
CC(=O)Nc1ccc(NC(=O)c2c(C)noc2C)cc1	1.1	111.5	3.3	-1.9	15.8	-6.0	10.4	0.1	-0.4	-0.2	301.1
NC(=O)c1c(NC(=O)c2ccncc2)sc2c1CCCCCC2	0.8	118.4	1.4	-0.3	-1.7	-10.2	1.4	1.6	0.4	-13.8	-10.1
O=C(O)[C@@H]1[C@@H]2C[C@@H]2CN1c1ncccc1[N+](=O)[O-]	-0.4	93.6	4.7	-1.8	-2.2	-14.1	9.2	1.6	0.0	15.2	-20.4
CCN1CCC2(CC1)N=C(c1ccc(F)cc1)C(=S)N2	1.4	107.2	3.6	-0.6	5.8	1.1	3.1	3.8	-0.8	32.1	2.1
COCCNC(=O)c1cc(S(=O)(=O)N2CCOCC2)ccc1SCc1cccc(OC)c1OC	0.2	·	0.7	-2.7	6.3	-4.4	12.7	0.7	-2.3	-7.8	-15.3
COc1ccc(CNC(=O)CN(c2ccc(C)cc2)S(=O)(=O)c2c(C)nn(C)c2C)cc1	0.6	101.6	-0.9	-2.7	-7.3	-11.5	13.9	0.8	-0.9	-11.0	6.4
Cc1ccc(OCC(=O)N2CCN(S(=O)(=O)c3ccc4c(c3)OCCO4)CC2)c(C)c1	-0.7	108.1	0.5	0.6	-23.9	-3.5	-2.5	0.3	8.6	6.5	17.8
CCOC(=O)CC1(c2ccccc2)CCOC(C)(C)C1 (stereo not given)	1.1	97.4	3.2	-1.1	-3.6	-8.6	6.2	-1.1	6.2	·	321.9
CCOC(=O)C(C)Oc1cccc2c(=O)n(CC(=O)Nc3ccc4c(c3)OCCO4)ccc12 (stereo not given)	-2.5	98.2	3.5	-0.6	4.3	1.2	3.7	-1.3	0.9	-26.9	19.4
O=C(CSCc1ccccc1Cl)N1CCN(c2ccccn2)CC1	-0.4	100.7	0.8	-0.7	5.8	1.7	3.7	5.0	6.2	-25.9	174.2
CCOc1nc(-c2ccc(OC)cc2)ccc1-c1noc(-c2ccncc2)n1	·	97.8	1.9	-0.8	-20.3	-5.5	4.7	·	-3.8	·	·
CCOC(=O)Cn1nc(C)n(-c2ccc(F)cc2)c1=O	-1.3	112.5	-2.3	2.0	10.7	-9.3	-9.6	0.8	-3.9	·	·
CSCCC(NC(=O)c1cccc(C)c1)C(=O)Nc1sccc1C(N)=O (stereo not given)	-3.4	117.9	1.1	-0.7	-3.5	1.0	3.8	-1.3	1.2	-14.7	14.4
NS(=O)(=O)c1ccc(NC(=O)c2cccc3cc4ccccc4nc23)cc1	·	·	-0.2	-0.8	-4.0	-0.9	4.1	·	1.0	9.3	·
Cc1cc2nc(C3CCN(CC4COc5ccccc5O4)CC3)[nH]c2cc1C (stereo not given)	2.5	128.4	-1.0	1.8	-12.9	-9.7	-10.4	2.5	4.4	-13.7	127.4
CCN(CC)c1ccc(NC(=O)c2ccc(Cl)nc2)cc1	0.3	·	4.6	-0.6	11.3	-2.7	3.7	1.0	-3.4	-7.6	2.5
CC(=NNc1ccc([N+](=O)[O-])cn1)c1ccccc1	·	107.8	3.2	-3.3	-9.0	1.6	16.0	·	2.3	-0.9	·
CC(C)[C@@H](CO)N(C)S(=O)(=O)c1ccccc1Br	-1.6	104.1	0.9	-2.6	7.3	-5.5	12.5	-1.9	-2.0	2.9	·
Cc1noc(-c2ccccc2)c1NC(=O)Nc1ccccc1	-2.3	115.9	2.1	-2.2	7.2	-3.7	11.6	-0.8	-1.0	1.5	9.3
COc1ccc(C2c3[nH]c4ccccc4c3CCN2CCCn2cccn2)c(F)c1 (stereo not given)	0.2	89.3	-0.5	-0.2	4.2	-9.9	1.3	0.5	0.9	-0.6	-16.8
O=C1c2cccc3cccc(c23)N1Cc1cccc(F)c1	1.3	110.4	3.6	2.4	-21.4	-6.6	-12.7	1.6	7.6	-6.3	-1.7
CCc1ccc2[nH]c(C(=O)Nc3ccc(F)cc3Br)cc2c1	-1.3	102.7	1.1	3.7	-7.7	-7.6	-16.4	-0.6	2.0	-28.1	2.9
OCC1OC(Oc2cccc3ccccc23)C(O)C(O)C1O (stereo not given)	-0.7	95.4	0.9	-2.2	-11.2	11.6	12.8	0.1	2.9	3.4	-2.4
COc1cc(OC)c(OC)cc1/C=C1\CCC/C(=C\c2cc(OC)c(OC)cc2OC)C1=O	·	99.5	1.7	-0.9	9.2	-4.9	4.4	·	-2.5	13.8	·
Cc1ccc(OCC(=O)N2CCOCC2)cc1C	0.7	99.8	0.3	-0.7	-2.2	-2.5	3.8	1.5	-1.3	13.0	-1.9
Cc1ccc(/C=N/NC(=O)C2COc3ccccc3O2)s1 (stereo not given)	4.1	104.0	4.3	-5.1	34.6	-13.6	24.9	5.2	1.6	16.0	0.6
O=C(CN1C(=O)c2ccccc2C1=O)Nc1ccccc1C(=O)NC1CCCCCC1	-0.2	103.0	0.8	-0.9	17.9	-11.4	5.1	-1.7	-3.6	8.2	131.4
Cc1cccc(C(=O)NCC(c2ccc(F)cc2)N2CCOCC2)c1 (stereo not given)	-0.1	101.4	0.1	-2.3	-7.0	7.6	12.5	-2.0	-1.9	-7.0	5.7
CN(c1cnn(-c2ccccc2)c(=O)c1Cl)n1cccc1	1.1	107.0	1.2	-0.9	6.7	10.1	4.6	1.4	0.6	-17.5	9.7
O=C(NCc1ncc(C(F)(F)F)cc1Cl)Nc1ccccc1	0.2	111.5	1.2	-0.9	-23.2	-10.2	4.5	1.0	6.3	-1.6	-17.7
COc1ccc(C(CNC(=O)Cc2ccccc2)N2CCCCC2)cc1 (stereo not given)	-1.6	99.7	2.1	0.9	10.0	-3.7	-7.2	2.3	4.0	-9.5	-9.2

Some of these compounds in order of length of the SMILES, rising.
Molecule	Ecoli viability	DSG3 Ab inh	phage Ecoli inh	MOR-DOR ag	HTR5A inv ctr	PKA-R1A activ	MOR-DOR inv ag	AddAB inh	HTR5A ag	PfHsp90 yeast 2	SUMO Mot1 rescue
Cc1ccc(/C=N/NC(=O)C2COc3ccccc3O2)s1 (stereo not given)	4.1	104.0	4.3	-5.1	34.6	-13.6	24.9	5.2	1.6	16.0	0.6
O=C(NCc1ncc(C(F)(F)F)cc1Cl)Nc1ccccc1	0.2	111.5	1.2	-0.9	-23.2	-10.2	4.5	1.0	6.3	-1.6	-17.7
Cc1cccc(C(=O)NCC(c2ccc(F)cc2)N2CCOCC2)c1 (stereo not given)	-0.1	101.4	0.1	-2.3	-7.0	7.6	12.5	-2.0	-1.9	-7.0	5.7

Screening data deposited in PubChem BioAssay by several laboratories.
